# TEAD-YAP inh: TEAD-YAP interaction inhibition. HEK-TIYL cells, TEAD-Gal4/YAP UAS-luciferase luminescence. inhibition, % at 9.12 µM. 640,000 tested, 1.4% active. AID 1259422; in the data active means inhibition above about 32%;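 further: 0% = median of test compound wells and 100% = reference inhibitor wells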
# MITF inh: blocks human microphthalmia-associated transcription factor; O75030; AlphaScreen MITF homodimerization, bead proximity signal; inhibition, % at 2.6 µM; 650,000 tested, 0.91% active; AID 1259374; in the data active means inhibition above about 50%;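 further: 0% = vehicle wells with protein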
# Target sequence (O75030 whole entry, looked up): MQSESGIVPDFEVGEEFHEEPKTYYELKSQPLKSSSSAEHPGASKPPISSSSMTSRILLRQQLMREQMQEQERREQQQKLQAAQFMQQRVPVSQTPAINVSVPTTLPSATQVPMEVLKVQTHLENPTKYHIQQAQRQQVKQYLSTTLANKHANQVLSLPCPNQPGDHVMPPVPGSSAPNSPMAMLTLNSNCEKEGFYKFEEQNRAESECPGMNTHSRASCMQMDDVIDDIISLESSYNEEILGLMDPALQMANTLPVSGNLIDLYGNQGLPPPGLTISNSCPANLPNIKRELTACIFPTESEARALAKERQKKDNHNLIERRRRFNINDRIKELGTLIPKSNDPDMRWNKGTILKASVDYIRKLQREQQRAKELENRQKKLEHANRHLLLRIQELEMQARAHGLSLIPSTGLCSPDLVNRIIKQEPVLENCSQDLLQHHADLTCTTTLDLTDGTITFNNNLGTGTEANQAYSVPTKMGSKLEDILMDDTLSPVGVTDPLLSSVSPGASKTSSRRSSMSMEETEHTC
# GPR151 activ: human GPR151 activation; Q8TDV0; activation, % at 11.2 µM; 650,000 tested, 1% active; PathHunter beta-arrestin GPR151 cells, luminescence; in the data active means activation above about 4.9%;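 further: 0% = median of compound wells and 100% = cells with positive control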
# Target sequence (Q8TDV0 whole entry, looked up): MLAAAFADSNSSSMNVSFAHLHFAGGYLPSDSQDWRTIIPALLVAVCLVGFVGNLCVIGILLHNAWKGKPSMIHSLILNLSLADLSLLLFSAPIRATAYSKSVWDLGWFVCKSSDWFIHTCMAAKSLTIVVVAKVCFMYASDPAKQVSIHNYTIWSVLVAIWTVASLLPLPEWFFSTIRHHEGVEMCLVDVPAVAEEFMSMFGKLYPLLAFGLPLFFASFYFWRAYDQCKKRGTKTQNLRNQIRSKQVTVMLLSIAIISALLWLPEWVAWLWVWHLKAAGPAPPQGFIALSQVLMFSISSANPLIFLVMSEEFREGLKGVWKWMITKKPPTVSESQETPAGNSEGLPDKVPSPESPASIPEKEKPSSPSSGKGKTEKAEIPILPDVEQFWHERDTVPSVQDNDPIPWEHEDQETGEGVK
# FBW7 activator: human FBW7 E3 ligase activation, primary screen; normalized activity (activation), % at 26.1 µM; Q969H0; AlphaScreen FBW7–phospho-cyclin E peptide binding, activator screen; 650,000 tested, 0.13% active; in the data active means normalized activity above about 1.9%;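 further: purified mutant Fbw7 with reduced substrate affinity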
# An asterisk follows results filed as active.
# Values in the order: TEAD-YAP inh	MITF inh	GPR151 activ	FBW7 activator
Cc1ccc(NC(=O)c2c(NC(=O)c3ccccc3Cl)sc3c2CCCCC3)c(C)c1
→ -10	1	-0.2	-0.2
CCC1Sc2cc(S(=O)(=O)CCC(=O)NCCc3cccc(C)c3)ccc2NC1=O (stereo not given)
→ 12	6	1.9	-0.1
Cc1ccccc1C(=O)Nc1ccc2nc(SCC(=O)NC(C)c3ccccc3)sc2c1 (stereo not given)
→ -17	8	-0.4	0.1
CC(=O)Nc1ccc(NC(=O)C(C)N(c2ccc(C)cc2)S(C)(=O)=O)cc1 (stereo not given)
→ -14	-5	1.4	-0.2
CCc1nc(SCC(=O)NC2CC2)c2c(C)c(C)sc2n1
→ -2	-22	-0.6	0.1
CC(=O)c1cccc(NC(=O)NCc2ccc(Cl)c(Cl)c2)c1
→ 11	14	-1.2	0.1
CSc1sc(C)cc1C1C(C(=O)Nc2ccccc2)=C(C)NC2=C1C(=O)CCC2 (stereo not given)
→ 8	-14	2.2	0.0
CCN1C(=O)/C(=C/c2ccccc2)SC1=Nc1cccc(C(=O)O)c1
→ -2	-3	1.1	-0.1
COc1ccc(Cl)cc1Nc1nc(Cl)nc(N2CCOCC2)n1
→ 12	0	0.5	0.1
CCOc1ncccc1C(=O)Nc1nn2cnnc2s1
→ -5	4	-1.3	0.3
CCN1CCc2c(C(=O)NCc3cccs3)c(OC)cc(=O)n2CC1
→ 2	7	0.6	0.1
Cc1[nH]c2ccccc2c1C(=O)C(=O)NCc1ccc(Cl)cc1
→ 7	8	3.3	0.2
Fc1ccc(-c2nc3ncnn3cc2CCN2CCOCC2)cc1
→ 9	-4	-1.0	0.0
CCOC(=O)Cc1csc(NC(=O)C(C)(C)CC)n1
→ -22	-2	0.7	0.1
Cc1cc(NC(=O)CSCCc2ccncc2)no1
→ 2	13	0.2	-0.1
COc1cc(C=Nc2ccc(O)cc2)cc(OC)c1OC
→ -3	2	2.6	-0.1
COc1cccc2sc(NC(=O)C3COc4ccccc4O3)nc12 (stereo not given)
→ -16	0	-1.0	0.0
COc1cccc(N2CC(NC(=O)N3CCN(Cc4ccc5c(c4)OCO5)CC3)CC2=O)c1 (stereo not given)
→ 8	2	-0.4	0.0
Cc1ccc2onc(CC(=O)N3CCc4ccccc4C3)c2c1
→ 5	-5	-0.7	-0.1
COc1ccccc1CNC(=O)c1sc2ncnc(N3CCN(c4ccccc4F)CC3)c2c1C
→ 2	24	0.1	-0.1
O=C(CSC(=S)N1CCOCC1)Nc1nc(-c2c[nH]c3ccccc23)cs1
→ -5	10	-0.7	0.1
CC(C)c1ccc(/C=C/C(=O)NCc2ccco2)cc1
→ -55	13	0.0	-0.3
COc1cc(C2c3c(-c4ccccc4O)n[nH]c3C(=O)N2CCCO)cc(OC)c1OC (stereo not given)
→ -5	-6	1.7	-0.3
COc1cc2nc(Nc3nc4ccccc4n3C)nc(Nc3ccc4c(c3)OCO4)c2cc1OC
→ 24	4	2.9	-0.2
Cc1cc(NC(=O)COC(=O)c2ccc(N(C)C)c([N+](=O)[O-])c2)no1
→ -10	10	-0.6	0.1
CCOC(=O)c1cnc(-n2[nH]c(C)c(CCO)c2=O)[nH]c1=O
→ -4	86*	-0.8	0.1
O=C(Cn1ncc2c1-c1ccccc1OC2)N1CCc2ccccc2C1
→ 2	9	-0.6	-0.4
COc1ccc(/C=C2\Oc3cc(OCC(N)=O)ccc3C2=O)cc1
→ -12	3	1.5	-0.1
CC(C)n1c(Nc2ccc(N3CCOCC3)cc2)nc2c(NCCOc3ccccc3)ncnc21
→ -9	1	0.1	-0.1
COCCOC(=O)C1=C(C)N=C2SCCC(=O)N2C1c1ccc(OC(=O)c2ccco2)cc1 (stereo not given)
→ -14	-14	-1.4	-0.1
Cc1cc(C)n2nc(C(=O)OCC(=O)c3cc(C)n(C)c3C)nc2n1
→ 4	23	-0.7	0.1
C=C(C)CN1C(=O)C2(OCCO2)c2cc(Br)ccc21
→ -7	-5	-1.6	-0.1
N#Cc1ccsc1NC(=O)c1ccccc1I
→ -2	-4	-1.6	0.0
Cc1cc2c(o1)c1cnn(Cc3ccccn3)c(=O)c1n2C
→ -4	-3	-0.1	-0.1
Cc1ccc(-n2nc3c(c2NC(=O)Cc2ccccc2)CS(=O)(=O)C3)c(C)c1
→ 5	18	-1.7	1.5
O=C1/C(=C/c2cccnc2)SC(=S)N1CCS(=O)(=O)O
→ 4	4	0.5	-0.1
Cc1cccc(N2CCN(C(=O)c3cccn4c(=O)c5cc(Cl)ccc5nc34)CC2C)c1 (stereo not given)
→ -5	0	0.1	0.1
CCCC(C#CCN(CC)CC)(c1ccccc1)c1ccccc1
→ 4	21	-2.0	-0.1
Cc1c(C(=O)Nc2ccc(F)cc2F)sc2ncnc(N3CCc4ccccc4C3)c12
→ 13	12	0.8	0.4
COc1cc(C)c(CN2CCc3nnc(CCNC(=O)c4cccnc4)n3CC2)cc1C
→ -5	13	1.1	0.2
COc1cccc(C2CC(c3cccs3)=NN2C(=O)CSc2nnc(CNC(=O)c3ccccc3)n2-c2cccc(C)c2)c1OC (stereo not given)
→ 12	-8	0.9	-0.1
Cc1ccc(NS(=O)(=O)c2ccc(NC=O)cc2)cc1C
→ 15	5	5.8*	0.5
COC(=O)c1sccc1NC(=S)N1CCCC(C)C1 (stereo not given)
→ -8	4	0.7	0.1
COc1cc(NC(=O)Nc2cccc(Cl)c2)c(OC)cc1NC(=O)CN1CCCCC1
→ 1	1	0.4	-0.1
Cc1c(NC(=O)c2ccc3c(c2)C(=O)N(C)C3=O)cccc1C(=O)O
→ 0	0	-0.6	-0.2
COc1ccc(CC(=O)Nc2c3c(nn2-c2ccc([N+](=O)[O-])cc2)CSC3)cc1
→ 7	16	-0.4	0.7
CCOc1ccc(C2c3[nH]c4ccccc4c3CCN2C(=O)Cn2cncn2)cc1 (stereo not given)
→ 9	-3	1.1	0.0
CC(O)(C#CC(O)c1cccs1)C1CC1 (stereo not given)
→ 7	-7	0.2	0.1
CCc1cc(OCCN2CCNCC2)ccc1Cl
→ -3	29	1.6	0.0
CC(C)C(=O)OCC(=O)Nc1cccc(Cl)c1
→ 5	-6	-0.3	0.1
COc1ccc(O)c(CN2CCc3nnc(CNC(=O)c4cccc(F)c4)n3CC2)c1
→ -3	16	0.6	0.1
Cc1nnc(Sc2nc(Nc3ccccc3C)nc(Nc3ccccc3C)n2)s1
→ -2	-3	1.1	0.0
COCCN1C(=O)CC(CC(=O)N2CCCC(OC)C2)(c2ccccc2F)C1=O (stereo not given)
→ 6	10	-1.2	0.1
CN1C(=O)c2ccc(C(=O)Nc3cc([N+](=O)[O-])ccc3O)cc2C1=O
→ -24	-4	-6.2	0.0
O=C(NCc1ccco1)C(=O)NCC1OCCN1S(=O)(=O)c1ccc(F)cc1 (stereo not given)
→ 10	7	2.3	0.0
COc1ccccc1/C=C/C1=NC(=C\c2ccc(Cl)c(Cl)c2)/C(=O)O1
→ 3	-1	0.3	-0.1
COc1cc(NC(=O)c2cnc(Nc3nc4ccccc4n3C)s2)cc(OC)c1OC
→ -1	11	-0.1	-0.3
O=C(NC1CC1)c1c(C(F)(F)F)nc2ccccn12
→ 1	5	1.0	-0.4
O=C(NC1CCN(Cc2ccccc2)CC1)c1ccnc(Nc2ncccn2)c1
→ 5	3	0.5	0.0
NC1=NC(=O)/C(=C/c2ccc(Br)s2)S1
→ 5	10	0.8	0.6

# (listing goes on)
# Values in the order: TEAD-YAP inh	MITF inh	GPR151 activ	FBW7 activator
CCOC(=O)c1c(C)oc2ccc(NS(=O)(=O)c3cc([N+](=O)[O-])ccc3Cl)cc12
→ -4	2	3.1	0.0
COc1ccc(NC(=O)c2cccc(Cl)c2Cl)c(OC)c1
→ 4	11	0.0	0.3
CCC(C)N(C(=S)Nc1cccc(C(F)(F)F)c1)C1CCN(C(C)=O)CC1 (stereo not given)
→ 8	-18	-1.0	0.0
COC(=O)C1=CN(Cc2ccc(F)cc2)C=C(C(=O)OC)C1c1ccc(OC)cc1
→ 1	-9	1.1	0.2
COc1ccc2nc(-c3ccc(NC(=O)c4cccs4)cc3)cn2n1
→ -12	24	-2.3	1.6
Cc1ccc(C2CC(C(F)(F)F)n3ncc(C(=O)Nc4sc5c(c4C#N)CCC(C(C)(C)C)C5)c3N2)cc1 (stereo not given)
→ 4	15	1.2	-0.1
CC(=O)Nc1ccc(NC(=S)NC(=O)C(C)(C)C)cc1
→ -6	-9	-0.6	-0.1
Nn1c(COc2ccc(Cl)cc2)nc2ccccc2c1=O
→ -75	-4	-0.2	0.0
CCCN(CCC)CCCNC(=O)CC(C(=O)N1CCc2ccccc21)n1ccnc1 (stereo not given)
→ 0	-3	-0.3	0.1
COCCn1c(C)cc(C=C2C(=O)N(C)C(=S)N(C)C2=O)c1C
→ 9	18	0.1	0.1
COc1cc(OC)c(C2C(C#N)=C(N)Oc3n[nH]c(-c4cccs4)c32)cc1OC (stereo not given)
→ -9	13	1.4	-0.3
COc1ccccc1N(CC(=O)N(C)Cc1ccccc1)S(C)(=O)=O
→ -1	15	-0.6	0.3
CN1C(=O)CC(CC(=O)N2CCN(c3ccc(F)cc3)CC2)(c2ccccc2Cl)C1=O (stereo not given)
→ -72	18	0.5	0.0
O=S(=O)(Nc1ccc(Br)cc1)c1ccccc1
→ 11	0	-0.4	-0.2
Cc1ccc(C(=O)Nc2cccc(-c3nc4ccccc4s3)c2)cc1
→ 6	1	2.6	0.1
CCOC(=O)c1sc(NC(=O)C(F)(F)F)c(C(=O)OC)c1C
→ -15	17	0.6	0.5
Cc1cc(Br)ccc1NC(=O)c1cccs1
→ 12	22	-0.5	0.1
CCOc1ccc(NC(=O)CNc2ccc(C(C)=O)cc2)cc1
→ 8	4	0.2	0.3
COc1cncc(-c2cnc(Nc3ccc(N4CCOCC4)cc3)c3nccn23)c1
→ 5	13	0.4	0.3
CN1CCc2cc(O)c(O)cc2C1Cc1ccc(O)c(O)c1 (stereo not given)
→ 12	49	-0.2	0.1
Cc1ccnc2nc(C(=O)N(CC(C)C)c3nc4ccccc4s3)nn12
→ -19	-7	-0.8	-0.1
O=c1/c(=C/c2ccco2)sc2nc(-c3ccncc3)nn12
→ 2	-2	-0.6	0.0
COc1ccc(Cn2cccc(NC(=O)Nc3ccccc3-c3ccccc3)c2=O)cc1
→ -4	5	-0.5	-0.1
O=C(Oc1ccc([N+](=O)[O-])cc1)c1ccc(S(=O)(=O)N2CCCCC2)cc1
→ -3	13	-2.4	-0.1
COC(=O)CCSc1nc(C)c2cc(C)c(C)cc2n1
→ -24	2	0.5	0.7
COC(=O)c1ccc(N2C(=O)NC(=O)/C(=C\c3ccc(O)cc3)C2=O)cc1
→ 4	6	0.3	0.4
COC(=O)c1ccc(NC(=O)C(C(F)(F)F)C(F)(F)F)cc1
→ -10	15	0.1	1.4
Cn1c(Nc2nc3ncnc(NCc4nc5ccccc5[nH]4)c3[nH]2)nc2ccccc21
→ -2	28	-1.9	-0.1
COc1ccc(Cl)cc1-n1c(=S)sc2c(=O)n(-c3ccc(F)cc3)c(SCC(=O)O)nc21
→ 0	-4	-0.7	0.1
CCOc1ccc(CN2CCNC(=O)C2CC(=O)NCc2ccc(C)o2)cc1 (stereo not given)
→ -1	7	1.1	-0.1

# One compound at a time, as listed above. Order of values: TEAD-YAP inh, MITF inh, GPR151 activ, FBW7 activator
# COc1cncc(-c2cnc(Nc3ccc(N4CCOCC4)cc3)c3nccn23)c1 is listed with 5, 13, 0.4, 0.3
# COCCn1c(C)cc(C=C2C(=O)N(C)C(=S)N(C)C2=O)c1C is listed with 9, 18, 0.1, 0.1
# Nn1c(COc2ccc(Cl)cc2)nc2ccccc2c1=O is listed with -75, -4, -0.2, 0.0

# Next part
# Values in the order: TEAD-YAP inh	MITF inh	GPR151 activ	FBW7 activator
CCOC(=O)N1CCN(C(=O)CC2C(=O)NCCN2Cc2ccc(C)o2)CC1 (stereo not given)
→ -6	2	0.1	0.0
O=C(CN1C(=O)c2ccccc2C1=O)OCC(=O)c1ccc2ccccc2c1
→ -5	-3	1.3	-0.2
O=C(Cc1ccccc1)Nc1ccc(S(=O)(=O)N2CC3CC(C2)c2cccc(=O)n2C3)cc1 (stereo not given)
→ -5	2	0.9	0.2
COc1cccc(CN[C@H]2C[C@H]3C(=O)N[C@H](CC(C)C)C(=O)N3C2)c1
→ -5	6	0.9	-0.1
CC(=O)N1CCN(c2c(C)cnc3c2c(=O)n(CC(=O)N(C(C)C)C(C)C)c(=O)n3C)CC1
→ -1	14	-0.6	0.5
O=C(Nc1cccc(Cl)c1N1CCOCC1)c1cccs1
→ 6	3	-0.3	0.0
COC(=O)c1sc(NC(=O)c2cc(OC)cc(OC)c2)c(C(=O)OC)c1C
→ -2	-4	-1.4	-0.1
Cc1cc2[nH]c(=O)c(CCO)c(C)n2n1
→ -4	11	-0.4	0.0
COc1cccc(C(=O)COC(=O)CCCC(=O)Nc2ccc([N+](=O)[O-])cc2)c1
→ 8	62*	2.2	-0.1
CCN(CC)c1nc(Nc2ccc(C)c(C)c2)nc(Nc2cc(C)ccc2C)n1
→ -10	-3	-0.4	-0.1

# Sorted by count of non-hydrogen atoms (descending): 4 of the compounds above
# Values in the order: TEAD-YAP inh	MITF inh	GPR151 activ	FBW7 activator
CC(=O)N1CCN(c2c(C)cnc3c2c(=O)n(CC(=O)N(C(C)C)C(C)C)c(=O)n3C)CC1
→ -1	14	-0.6	0.5
CCOC(=O)N1CCN(C(=O)CC2C(=O)NCCN2Cc2ccc(C)o2)CC1 (stereo not given)
→ -6	2	0.1	0.0
COc1cccc(CN[C@H]2C[C@H]3C(=O)N[C@H](CC(C)C)C(=O)N3C2)c1
→ -5	6	0.9	-0.1
O=C(Nc1cccc(Cl)c1N1CCOCC1)c1cccs1
→ 6	3	-0.3	0.0
